Screening results from PubChem.
LEDGF integ inh = blockers of LEDGF/p75-dependent integrase strand transfer – biochemical, TR-FRET, high throughput, primary screen; HIV-1 integrase (with human LEDGF/p75); inhibition, % at 3.7 µM; TR-FRET IN-LEDGF/p75 DNA integration, Eu/Cy5; 370,000 compounds, 0.64% hits;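 active = inhibition above the screen-wide mean plus 3 SD, cut at about 13% in these data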;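 also: signal is the Cy5 over europium emission ratio at 671 and 618 nm; 0% = plate median of compound wells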
TDP2 absorb = human TDP2 enzyme inhibitors, primary screen, biochemical, epi absorbance, recombinant enzyme; 370,000 compounds, 0.34% hits; T5PNP hydrolysis, p-nitrophenol absorbance 415 nm; inhibition, % at 12.8 µM; Tyrosyl-DNA phosphodiesterase 2 (Homo sapiens), O95551;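 active = inhibition above the mean of all tested compounds plus 3 SD, set per campaign, cut at about 25% in these data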;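 also: 0% = DMSO with enzyme and 100% = buffer with substrate but no TDP2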
Target sequence (O95551 whole entry, looked up): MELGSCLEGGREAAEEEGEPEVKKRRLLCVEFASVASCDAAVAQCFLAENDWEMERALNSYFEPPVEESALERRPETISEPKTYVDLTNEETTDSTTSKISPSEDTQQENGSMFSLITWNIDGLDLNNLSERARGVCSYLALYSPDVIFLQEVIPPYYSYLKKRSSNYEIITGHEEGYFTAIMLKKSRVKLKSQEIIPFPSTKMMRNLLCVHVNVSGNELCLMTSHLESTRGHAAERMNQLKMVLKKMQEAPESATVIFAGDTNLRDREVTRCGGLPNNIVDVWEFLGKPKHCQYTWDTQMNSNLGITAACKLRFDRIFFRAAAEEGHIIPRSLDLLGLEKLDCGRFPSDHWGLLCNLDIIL
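Read-out basis: percent inhibition. System: recombinant human TDP2. Buffer or medium: Mg2+-containing Tris-HCl buffer, pH 7.5. Repeats: single replicate. Timing: reaction 2 h, 37 °C. Benchmarks: high control without enzyme, low control DMSO plus TDP2. Probe or stimulus: 5 mM T5PNP. Doses: 12.8 µM only. Measured by: epi absorbance of p-nitrophenol freed from T5PNP by hydrolysis.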
HTRA1 inhibitor = HTRA1 serine protease inhibitors, primary screen, biochemical, fluorescence polarization, HTS; recombinant HTRA1, FP-rhodamine activity-based probe; Q92743; 340,000 compounds, 0.5% hits; AID 504803, 2011; inhibition, % at 5.96 µM; in the data active = inhibition above about 36%;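 also: 0% = enzyme with DMSO and 100% = wells lacking enzyme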
Target sequence (Q92743 whole entry, looked up): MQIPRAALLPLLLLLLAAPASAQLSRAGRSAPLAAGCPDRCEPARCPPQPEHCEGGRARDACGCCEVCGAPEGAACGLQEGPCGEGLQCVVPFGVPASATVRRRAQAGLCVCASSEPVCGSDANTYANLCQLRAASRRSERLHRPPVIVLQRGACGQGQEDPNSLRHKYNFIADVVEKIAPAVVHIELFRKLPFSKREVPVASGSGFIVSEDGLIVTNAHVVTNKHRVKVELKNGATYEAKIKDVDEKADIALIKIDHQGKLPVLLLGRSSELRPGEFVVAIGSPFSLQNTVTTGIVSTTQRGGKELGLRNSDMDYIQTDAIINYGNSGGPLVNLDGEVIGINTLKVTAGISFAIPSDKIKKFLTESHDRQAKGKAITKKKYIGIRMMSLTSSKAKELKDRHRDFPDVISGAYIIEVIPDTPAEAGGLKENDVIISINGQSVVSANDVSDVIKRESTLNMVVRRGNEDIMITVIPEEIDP
PRMT1 FP inh = PRMT1 methyltransferase inhibitors, primary screen, biochemical, fluorescence polarization | 370,000 compounds, 1.3% hits | inhibition, % at 2.79 µM | recombinant PRMT1, activity-based probe fluorescence polarization | AID 652257, 2013;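 active = inhibition above about 21% made by adding two undisclosed values, limit read from the data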
ABHD4 inh = ABHD4 inhibitors, primary screen, biochemical, fluorescence polarization, mouse | (Lyso)-N-acylphosphatidylethanolamine lipase (Mus musculus), Q8VD66 | purified mABHD4, FP-Rh probe fluorescence polarization | inhibition, % at 8.92 µM | 370,000 compounds, 0.54% hits;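 active = inhibition exceeding the mean over every tested compound plus 3 SD, cut at about 30% in these data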;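 also: 0% = plate median of compound wells and 100% = S159A mutant with DMSO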
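Assay system: mouse ABHD4 enzyme, wild type / Also added: fluorescent activity-based probe FP-Rh / Doses: single nominal dose of 8.92 µM, 0.89% DMSO final / Timing: 45 min compound pre-incubation plus 60 min probe step, 25 °C / Signal: FP readout, ex 525 nm / em 598 nm / Control set: S159A mutant/DMSO as 100%, compound-well median as 0%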
SIAE primary = human SIAE inhibitors, primary screen, biochemical, fluorescence polarization, FP-Rh probe, 1536-well HTS; SIAE FP-Rh probe binding; inhibition, % at 9.66 µM; 370,000 compounds, 0.69% hits; AID 1053197, 2014;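 active = inhibition above a cutoff: mean of compounds within the control limits plus 3 SD of those, cut at about 17% in these data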;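 also: 0% = plate median of compound wells and 100% = probe without SIAE protein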
UHRF1 binding = UHRF1 methylated DNA binding inhibitors, primary screen, counter-screen for MBD2 inhibitor project, biochemical, TR-FRET, human UHRF1, single concentration; E3 ubiquitin-protein ligase UHRF1 (Homo sapiens), Q96T88; UHRF1 binding to methylated oligo; inhibition, % at 4.4 µM; 370,000 compounds, 0.75% hits; AID 687016, 2013; in the data active = inhibition above about 21%;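 also: UHRF1 SRA domain binding a hemimethylated CpG hairpin DNA probe; 0% = median of test compound wells and 100% = reference inhibitor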
Tn7 DDE FP = inhibitors of Tn7 peptide binding to fibrin DD(E), primary screen, biochemical, fluorescence polarization, human fibrin, Tn7 probe; FP displacement of FITC-Tn7 peptide from fibrin DD(E); 0% = median of compound wells per plate; inhibition, % at 8.3 µM; 370,000 compounds, 0.13% hits; AID 720508, 2013;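 active = inhibition above the mean of compounds falling within the control limits plus 3 SD of them, cut at about 14% in these data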;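 also: 0% = plate median of compound wells and 100% = 10 µM Aha-Tn7 peptide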
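Test system: human clot-derived fibrin DD(E) complex / Quantity: 2 µM final DD(E) protein / Incubation: 10 min plus 3 h, room temperature / Measured by: fluorescence polarization / Benchmarks: high control of 10 µM Aha-Tn7 peptide / Replicates: singlicate testing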
TCR CD3 inh = inhibitors of human TCR-CD3 interaction, primary screen, biochemical, fluorescence, TAMRA-labeled TCR probe; inhibition, % at 9.4 µM; AID 651800, 2012; 360,000 compounds, 0.37% hits; T-cell receptor (TCR); in the data active = inhibition above about 19%;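 also: recombinant mutant TCR 2C K166C tagged with TAMRA read by polarization; 0% = receptor in buffer alone and 100% = receptor with positive control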
PG9 binder = binders of HIV-1 gp120 antibody PG9, primary screen, biochemical, TR-FRET | TR-FRET gp120-PG9 antibody binding | inhibition, % at 6.7 µM | AID 624416, 2012 | 360,000 compounds, 0.43% hits | HIV-1 gp120 / PG9 antibody interaction; in the data active = inhibition above about 8.5%
Numbers without * were called inactive; . = not tested or not shown.

item	canonical_smiles	LEDGF integ inh	TDP2 absorb	HTRA1 inhibitor	PRMT1 FP inh	ABHD4 inh	SIAE primary	UHRF1 binding	Tn7 DDE FP	TCR CD3 inh	PG9 binder
1	CNC(=O)c1cccc2nc3ccccc3nc12	0	8	.	-1	3	7	-13	-4	1	-9.7
2	O=S(=O)(c1ccc(NC(=S)N/N=C/c2ccc(Oc3ccccc3)cc2)cc1)N1CCOCC1	1	7	-1	3	5	2	0	5	-5	-0.3
3	COc1cccc(C(=O)Nc2nnc(S(=O)(=O)N(C)c3ccccc3)s2)c1	-3	2	-7	4	3	-6	-1	-5	5	1.1
4	CCOc1ccc(C(=O)CN2C(=O)NC3(CCCCCC3)C2=O)cc1	5	1	-15	-3	-2	-3	-1	0	-1	-1.7
5	O=C(/C=C/c1ccco1)NC1=NCCS1	7	9	0	6	5	2	-2	2	8	-3.3
6	Nc1c(C(=O)CSc2nnc(N3CCOCC3)n2-c2cccc(F)c2)c(=O)[nH]c(=O)n1C1CC1	1	3	3	-1	3	-2	-1	1	2	-2.8
7	N#CC1=C(N)Oc2cc(O)ccc2C1c1cccnc1 (centres undefined)	0	-16	3	4	5	3	-2	-6	9	-1.2
8	C[C@@H](CSc1ccccc1)CN1CC[C@H](NC(=O)OCc2ccccc2)CCC1=O	-3	-3	-17	1	-6	1	0	6	-4	-0.5
9	CCOCc1c(C(=O)NC2CCCCCC2)oc2ccccc12	-1	-1	-7	1	1	-1	0	1	0	-0.3
10	COC(=O)c1cc(C(=O)OC)cc(N2C(=O)CC(NNC(=O)c3ccccc3Cl)C2=O)c1 (centres undefined)	-1	0	4	1	6	-2	-1	-7	-6	-0.1

Shown with values under each structure: part of the list above.
Values in the order – LEDGF integ inh, TDP2 absorb, HTRA1 inhibitor, PRMT1 FP inh, ABHD4 inh, SIAE primary, UHRF1 binding, Tn7 DDE FP, TCR CD3 inh, PG9 binder
2) O=S(=O)(c1ccc(NC(=S)N/N=C/c2ccc(Oc3ccccc3)cc2)cc1)N1CCOCC1
  1, 7, -1, 3, 5, 2, 0, 5, -5, -0.3
3) COc1cccc(C(=O)Nc2nnc(S(=O)(=O)N(C)c3ccccc3)s2)c1
  -3, 2, -7, 4, 3, -6, -1, -5, 5, 1.1
4) CCOc1ccc(C(=O)CN2C(=O)NC3(CCCCCC3)C2=O)cc1
  5, 1, -15, -3, -2, -3, -1, 0, -1, -1.7
5) O=C(/C=C/c1ccco1)NC1=NCCS1
  7, 9, 0, 6, 5, 2, -2, 2, 8, -3.3
6) Nc1c(C(=O)CSc2nnc(N3CCOCC3)n2-c2cccc(F)c2)c(=O)[nH]c(=O)n1C1CC1
  1, 3, 3, -1, 3, -2, -1, 1, 2, -2.8
7) N#CC1=C(N)Oc2cc(O)ccc2C1c1cccnc1 (centres undefined)
  0, -16, 3, 4, 5, 3, -2, -6, 9, -1.2
8) C[C@@H](CSc1ccccc1)CN1CC[C@H](NC(=O)OCc2ccccc2)CCC1=O
  -3, -3, -17, 1, -6, 1, 0, 6, -4, -0.5
9) CCOCc1c(C(=O)NC2CCCCCC2)oc2ccccc12
  -1, -1, -7, 1, 1, -1, 0, 1, 0, -0.3
10) COC(=O)c1cc(C(=O)OC)cc(N2C(=O)CC(NNC(=O)c3ccccc3Cl)C2=O)c1 (centres undefined)
  -1, 0, 4, 1, 6, -2, -1, -7, -6, -0.1

Remaining list, next part
item	canonical_smiles	LEDGF integ inh	TDP2 absorb	HTRA1 inhibitor	PRMT1 FP inh	ABHD4 inh	SIAE primary	UHRF1 binding	Tn7 DDE FP	TCR CD3 inh	PG9 binder
11	COc1ccccc1N(C)S(=O)(=O)c1ccc(C(=O)NC(C)c2ccccc2)cc1 (centres undefined)	-1	-2	-8	-2	-10	-12	-5	0	3	0.9
12	COC(=O)C[C@H]1C[C@H]2c3cc(NC(=O)Nc4ccc(F)cc4)ccc3O[C@H]2[C@@H](CO)O1	-1	2	3	2	3	3	-2	-2	0	0.2
13	COc1ccc(C(C(=O)NC(C)(C)C)n2c(=O)c(-c3cc4ccccc4[nH]3)nc3ccccc32)cc1 (centres undefined)	-4	-9	.	-3	-25	-16	-1	5	5	2.2
14	Cc1ccc(-c2cnc(NCc3cc4c(cc3[N+](=O)[O-])OCO4)n2C)cc1C	1	1	-2	0	14	1	-2	3	-3	-1.1
15	Cc1csc(SCC(=O)c2c(N)n(C)c(=O)n(C)c2=O)n1	-1	10	5	-3	-2	2	-3	-6	1	-2.8
16	CSc1ccc(CN2CCC2(C)C(=O)NC2CCN(Cc3ccccc3)CC2)cc1 (centres undefined)	-3	3	.	1	-3	-1	4	-1	-6	0.8
17	CN(C(=O)COC(=O)C1CCN(S(=O)(=O)c2cccs2)CC1)C1CCS(=O)(=O)C1 (centres undefined)	0	-6	5	-1	4	1	-1	1	-4	1.2
18	O=c1cc(CO)oc(C(Nc2cccc(C(F)(F)F)c2)c2ccccn2)c1O (centres undefined)	-1	1	-3	9	4	6	-1	-5	3	-0.2
19	Cc1ccc(S(=O)(=O)N2CCC(C(=O)Nc3ccc(S(=O)(=O)N4CCOCC4)cc3)CC2)cc1	3	-9	-15	-1	-7	-4	3	-2	4	-0.8
20	CC1(C)CC2(CCO1)OC(=O)CC2C(=O)NCCc1ccccc1 (centres undefined)	6	4	8	-2	-10	11	1	2	2	-2.7
21	CC(=O)NC(CC(=O)N1CCN(C(C)=O)CC1)c1ccccc1 (centres undefined)	-3	-5	4	0	3	4	16	2	1	-2.2
22	O=[N+]([O-])c1ccc(-c2n(-c3ccccn3)c3ccccc3[n+]2-c2ccccn2)cc1	4	8	1	-1	-4	9	1	-4	3	-0.8
23	COc1ccccc1Oc1ccc(NC(=O)c2ccccc2C)cc1	0	-9	-3	1	-3	8	5	-5	-9	-1.6
24	CCC1(c2ccc(F)cc2)NC(=O)N(CC(=O)N2CCN(S(=O)(=O)c3ccc(C)cc3)CC2)C1=O (centres undefined)	1	9	-4	0	1	8	-1	0	3	-1.2
25	COC(CN1C(=O)C(=O)/C(=C(/O)c2ccccc2)C1c1ccccn1)OC (centres undefined)	5	-1	8	2	-1	2	-1	0	3	-2.1
26	Cc1cc(C(=O)Nn2cnnc2)ccc1[N+](=O)[O-]	2	9	-1	1	1	3	3	-5	0	2.0
27	CC(=O)C1=C(C)NC2=C(C(=O)c3ccccc32)C1c1ccccc1 (centres undefined)	2	18	12	3	41*	9	-9	3	2	-8.3
28	Cn1cc(P(=S)(N2CCOCC2)N2CCOCC2)cc1P(=S)(N1CCOCC1)N1CCOCC1	-7	-6	4	14	5	-1	4	-2	-3	1.6
29	Nc1nc2c(ncn2[C@@H]2O[C@H](C(=O)N[C@H](Cc3ccccc3)C(=O)NCc3ccccc3)[C@@H](O)[C@H]2O)c(=O)[nH]1	-1	-8	.	2	2	5	1	-5	0	-3.5
30	COc1ccccc1N1CCN(c2nc3c(C)cccn3c(=O)c2C=O)CC1	2	-8	-4	4	6	-3	-3	5	7	0.0
31	CCCn1c(N)c(N(CCOC)C(=O)c2ccc(-c3ccc(Cl)cc3)o2)c(=O)[nH]c1=O	-3	10	3	2	5	1	-1	-2	-1	0.5
32	C/C(=N\N=C(N)N)c1ccc(Cl)cc1Cl	-5	0	3	2	7	-3	38*	-4	-1	0.1
33	Cc1cccc(-c2nc3cc([N+](=O)[O-])ccc3o2)c1	3	-10	2	-5	-2	-2	3	-1	6	-0.3
34	CN1CC(=O)N/C1=N\C(=O)Nc1ccc(O)cc1	8	9	15	1	18	10	-9	-1	12	-1.5
35	CC1CCCN(C(=O)c2cc(S(=O)(=O)N3CCCCC3)c[nH]2)C1 (centres undefined)	-1	9	3	5	5	1	2	1	-2	-1.9
36	CC(C)CCNC(=O)C1C2C=CC3(CN(Cc4ccccc4Cl)C(=O)C13)O2 (centres undefined)	-4	-9	1	0	-2	3	-1	3	1	-0.7
37	COCC(=O)Nc1nc2n(n1)C(c1ccccc1Cl)CC(c1ccc(OC)cc1)N2 (centres undefined)	-1	-3	-7	-3	1	-3	-3	1	5	2.7
38	CC(=O)OC1CC(n2ccc(NC(=O)c3ccccc3)nc2=O)OC1CO (centres undefined)	-2	-8	0	0	7	6	1	2	-5	1.5
39	COc1ccccc1N1CCN(C(c2ccc(Cl)cc2)c2nnnn2C(C)(C)C)CC1 (centres undefined)	-3	-23	-2	-3	-4	-3	7	1	-8	-0.8
40	CCN(CC)c1nc(-c2ccccc2)nc2ccccc12	-1	21	-31	0	-1	2	0	2	4	-0.8
41	CCCCNS(=O)(=O)c1ccc(OC)c(C)c1	-6	3	-2	0	2	-2	-2	3	12	1.8
42	O=C1NC(=O)C2(CCCc3ccc([N+](=O)[O-])cc32)N1 (centres undefined)	2	2	3	1	-2	2	-1	1	6	-0.4
43	COCCCNC(=S)NNC(=S)Nc1ccc(F)cc1F	-4	8	-1	-1	3	2	-2	0	5	-0.2
44	NC(c1csc(Nc2cnccn2)n1)C1CCCCC1 (centres undefined)	3	1	.	3	4	1	-2	-7	-13	-1.3
45	CC[C@H](C)C(C(=O)N1CCN(C(=O)OC(C)(C)C)CC1)n1cc(C(CO)NC(=O)OC(C)(C)C)nn1 (some centres undefined)	2	4	4	-2	-1	-1	4	-4	-1	-0.8
46	Cc1ccc(SCCN2CCC(C)CCC2=O)cc1 (centres undefined)	-1	-5	1	4	-11	2	0	1	-10	1.1
47	CN1CCC(=NNC(=O)CSc2ccc(Cl)cc2)CC1	3	10	-2	0	-3	1	0	6	1	-0.5
